High-throughput results from PubChem BioAssay.
FEN1 inhibitor – qHTS Assay for the Inhibitors of Human Flap endonuclease 1 (FEN1); Potency, µM (titrated, usually from 114 µM), for the others: at the highest dose activity change, negative = inhibition, usual class: inhibitors; hit rate 0.35% among 390,000; Recombinant FEN1 flap cleavage, fluorescence, 15 min; P39748; AID 588795, 2011; active means well fitted inhibition curve with a large enough effect; inconclusive means small, poorly fitted or top-dose-only effect; inactive means no such curve, though single readings can be large or run the other way; further: nearly all actives have a fitted effect of over 65% in size
Target sequence (P39748 whole entry, looked up): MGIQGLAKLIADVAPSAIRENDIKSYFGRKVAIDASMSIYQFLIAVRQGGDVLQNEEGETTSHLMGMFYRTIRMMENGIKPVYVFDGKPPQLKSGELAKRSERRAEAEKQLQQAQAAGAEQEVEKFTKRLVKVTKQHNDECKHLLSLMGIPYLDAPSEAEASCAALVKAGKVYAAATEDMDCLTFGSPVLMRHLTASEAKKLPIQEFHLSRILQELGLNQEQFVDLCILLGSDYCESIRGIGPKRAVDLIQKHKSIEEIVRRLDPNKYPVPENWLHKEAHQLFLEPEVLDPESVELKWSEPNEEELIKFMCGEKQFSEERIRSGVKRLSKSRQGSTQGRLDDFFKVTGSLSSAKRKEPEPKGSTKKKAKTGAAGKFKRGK
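Potency values derive from four-parameter Hill fits of normalized qHTS data. The reaction used 10 nM FEN1 preincubated 15 min at room temperature with compound, then 50 nM DNA substrate, read at 0 and 15 min.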
Active calls of the source: *; ? = inconclusive; & = joins results of further samples. On the % scale 0 is the no-effect control and ±100 the full control effect; potency means the concentration at half of the fitted maximal effect. Only part of the results is shown; count on the stated rates, not on these rows.

SMILES	FEN1 inhibitor
O=C(NC(=S)Nc1cccc(O)c1)c1cncc(Br)c1	-0.9%
O=C(C[n+]1cccc2cc(Cl)ccc21)c1ccc(I)cc1	-3.2%
O=c1[nH]c(-c2ccccc2)ncc1OCc1ccccc1	-3.7%
CC(=NNC(=O)c1ccncc1)c1ccccc1O	3.2%
O=C(CCCCC(=O)OC1CCCCC1)OC1CCCCC1	-0.2%
COc1cccc(CN(c2ccccc2C(=O)O)S(=O)(=O)c2ccc(C)cc2)c1	-1.9%
COc1ccc2nc(-c3ccccc3)nc(SC)c2c1	-21.5%
c1coc(CNc2ncnc3c2nc2n3CCCC2)c1	-3.5%
Cc1cccc(NC(=O)CN2CCN(C(=O)CN3C(=O)NC4(CC(C)CC(C)(C)C4)C3=O)CC2)c1C (stereo unspecified)	-4.2%
COc1ccc(C2C(C(=O)c3sc(C)nc3C)=C(O)C(=O)N2CCCn2ccnc2)cc1 (stereo unspecified)	-13.2%
CS(=O)(=O)N(CC(=O)N1CCc2ccccc2C1)c1ccccc1F	-4.7%
Cc1nnc2sc(-c3ccc(NC(=O)c4ccc(-c5ccc(Cl)cc5Cl)o4)cc3)nn12	?

4 records picked at random from those above:
SMILES	FEN1 inhibitor
COc1ccc2nc(-c3ccccc3)nc(SC)c2c1	-21.5%
COc1cccc(CN(c2ccccc2C(=O)O)S(=O)(=O)c2ccc(C)cc2)c1	-1.9%
O=C(CCCCC(=O)OC1CCCCC1)OC1CCCCC1	-0.2%
Cc1nnc2sc(-c3ccc(NC(=O)c4ccc(-c5ccc(Cl)cc5Cl)o4)cc3)nn12	?

An excerpt from above in order of length of the SMILES, lowest first.
SMILES	FEN1 inhibitor
O=c1[nH]c(-c2ccccc2)ncc1OCc1ccccc1	-3.7%
O=C(C[n+]1cccc2cc(Cl)ccc21)c1ccc(I)cc1	-3.2%
CS(=O)(=O)N(CC(=O)N1CCc2ccccc2C1)c1ccccc1F	-4.7%
Cc1nnc2sc(-c3ccc(NC(=O)c4ccc(-c5ccc(Cl)cc5Cl)o4)cc3)nn12	?

Continuation.
SMILES	FEN1 inhibitor
CC(=O)c1ccccc1S(=O)(=O)N1CCN(c2nc(-c3cccs3)nc3ccccc23)CC1	0.5%
Cc1ccc2[nH]c(=O)c(CN(CCO)Cc3nnnn3Cc3ccco3)cc2c1	-17.4%
C=C[C@H](CC(C)C)N(Cc1ccccc1)S(=O)(=O)N(Cc1ccccc1)[C@H](C=C)CC(C)C	2.1%
CN1CC[C@H](c2c(O)cc(O)c3c(=O)cc(-c4ccccc4Cl)oc23)[C@@H](O)C1	-23.3%
O=C(Cn1ccc2ccccc2c1=O)NCCC(=O)N1CCN(C(=O)c2ccco2)CC1	-1.5%
O=S(=O)(NCCSCc1ccc(Cl)c(Cl)c1)c1ccc2c(c1)OCCO2	-10.4%
CCOC(=O)Cn1cnc(C)c1	1.6%
CCOc1cc(N2CCOCC2)c(OCC)cc1NC(=O)COC(=O)c1ccc(OC)c([N+](=O)[O-])c1	-5.2%
O=C(COc1ccc(F)cc1)c1ccc2c(c1)CCCC2	-9.0%
COc1ccc2c(c1)c(=Cc1ccc(N(C)C)cc1)c1cc(-c3ccccc3)[n+](C)n12	4.47µM*
O=Cc1cc2c(cc1[B-](F)(F)F)OCO2	-11.0%
CCC(C(=O)OCC(=O)C1(O)CCC2C3CCC4=CC(=O)CCC4(C)C3C(O)CC21C)C(C)C (stereo unspecified)	-2.2%
CC(C)(C)Cc1nnc(NS(C)(=O)=O)s1	8.0%
Cc1cc(O)c2c(c1)C(=O)[C@@]13Oc4c5c(c(O)c6c(O)cc(C)cc46)C(=O)C[C@H](O)[C@H]5[C@@H]1[C@@H](O)CC(=O)C3=C2O	-32.3%
O=c1[nH]cc(C#Cc2ccccc2)c2ncncc12	-9.8%
C=CC(=O)N1C/C(=C/c2ccccc2)C(=O)/C(=C\c2ccccc2)C1	-5.3%
CN(C)CCC(=O)N1C/C(=C/c2ccccc2)C(=O)/C(=C\c2ccccc2)C1	13.4%
Cc1ccc(CCN2CC(C(=O)NCc3cccnc3)CC2=O)cc1 (stereo unspecified)	-11.6%
COc1ccc(CCn2c(-c3cccc([N+](=O)[O-])c3)nc3nc4ccccc4nc32)cc1	-1.9%
Cc1ccc(S(=O)(=O)N2CCN(c3nc(-c4cccnc4)nc4ccccc34)CC2)cc1	15.6%
CCN(CC)S(=O)(=O)c1ccc(C(=O)Nc2cc(S(=O)(=O)N3CCOCC3)ccc2N2CCN(C)CC2)cc1	15.7%
CCOC(=O)[C@H](CCc1ccccc1)N[C@@H](C)C(=O)N1[C@H](C(=O)O)C[C@@H]2CCC[C@@H]21	11.1%
O=C(NCCc1ccccc1)c1ccc(NC(=O)C2CCCC2)cc1	-6.1%
CC(C)(COC(=O)c1ccccc1)N1CC2CCC(C1)O2	-1.7%
C(=Cc1c[nH]c2ccccc12)c1nccc2ccccc12	?
O=C(c1ccc(S(=O)(=O)N2CCC(c3nc4ccccc4s3)CC2)cc1)N1CCCCC1	0.4%
O=C1N=C(N2CCOCC2)SC1=Cc1ccco1	6.2%
COc1ccc(C2(SCC(N)C(=O)O)c3ccccc3-c3ccccc32)cc1 (stereo unspecified)	9.4%
Cc1cc(NC(=O)COC(=O)[C@@H]2CCCN2C(=O)c2cccs2)no1	29.6%
CC1(C)CC(=O)C=C(Nc2cccc(C(F)(F)F)c2)C1	1.8%
Cn1c(=O)c2[nH]c(C3CC=CCC3)nc2n(C)c1=O (stereo unspecified)	0.2%
Cc1nn2c3cc(N4CCOCC4)ccc3nc2c2ccccc12	-4.6%
COc1c(NC=O)c2c(c([N+](=O)[O-])c1OC)C(=O)OC2	0.7%
CCOc1ccc(-c2c(=O)n(OCc3ccc([N+](=O)[O-])cc3)c3ccccc3[n+]2[O-])c(OCC)c1	13.8%
O=C(c1ccccc1)c1c(-c2ccccc2)[nH]n(-c2ccccc2)c(=O)c1=O	-8.3%
CN1C(c2ccccc2)=NO[C@]1(C)c1ccccc1	13.7%
Nc1ncnc(Nc2ccccc2Oc2ccccc2)n1	5.9%
c1ccc2c(c1)sc[n+]2CCC1CCCCC1	3.1%
CCOC(=O)c1c(-c2ccccc2)oc2cc(CN(C)C)c(O)c(CN(C)C)c12	-18.2%
CCN(CC(=O)Nc1ccc(NC(C)=O)cc1)C(=O)c1ccc(COc2ccc(C(C)(C)C)cc2)cc1	-31.9%
Nc1ncnc2[nH]c(=S)[nH]c12	12.9%
CC1CCCCN1C(=O)COC(=O)CSc1ccc(C(N)=O)cc1[N+](=O)[O-] (stereo unspecified)	-3.5%
CN(C)c1ccc(/C=C2\Cc3ccccc3C2=O)cc1	8.5%
Cc1ccc(-n2nnnc2Sc2nc([N+](=O)[O-])nn2C)c(C)c1	-5.0%
O=c1ccn([C@@H]2O[C@H](CNCc3ccc(-c4cc(C(F)(F)F)ccc4Cl)o3)[C@@H](O)[C@H]2O)c(=O)[nH]1	7.1%
Cc1csc(=O)n1CC(=O)OC(C)C(=O)Nc1ccc(N(C)C)cc1 (stereo unspecified)	-0.3%
COc1ccc(S(=O)(=O)N2CCN(Cc3cccc(F)c3)CC2)cc1	-2.4%
O=C(O)c1ccccc1NS(=O)(=O)c1ccc(N/N=C/c2ccc(O)c(O)c2)c([N+](=O)[O-])c1	28.2µM*
O=S(=O)(c1ccccc1Cl)N1CCN(c2nc(-c3ccccc3)nc3ccccc23)CC1	-18.2%
CCCCN1C(N)=NC[C@@H]1C(C)O (stereo partly specified)	-10.1%
CCOC(=O)C(NC(=O)c1ccccc1)C(C)(C)SCc1ccccc1 (stereo unspecified)	-12.8%
N#Cc1cnc(SCC(=O)N2CCCCC2)nc1N	21.0%
COc1cc2nc(N3CCCCC3)nc(NC3CCN(C)CC3)c2cc1OC	?
Nc1ccc(/C=C/c2nc3ccccc3s2)cc1	-26.2%
Cc1ccccc1Cn1cc(S(=O)(=O)c2ccc(C(C)C)cc2)c(=O)c2cc3c(cc21)OCO3	5.2%
O=C(O)c1ccccc1C(=O)c1ccc(F)c(F)c1	-11.4%
CCOC(=O)N1CCC(NC(=O)CCc2c(C)nc3c(c(C)nn3-c3ccccc3)c2C)CC1	4.2%
COc1cc(/C=C2\C=Cc3ccccc32)ccc1N(C)C	-14.2%
COc1cccc(NC(=O)c2cc(-c3ccco3)nc3ccccc23)c1	13.6%
CC(=O)C12CC(C)=C(C)CC1CC1C3CCC4=CC(=O)CCC4(C)C3CCC12C (stereo unspecified)	-25.6%

Not a retest: 2 of the compounds above.
SMILES	FEN1 inhibitor
COc1cccc(NC(=O)c2cc(-c3ccco3)nc3ccccc23)c1	13.6%
CC(=O)C12CC(C)=C(C)CC1CC1C3CCC4=CC(=O)CCC4(C)C3CCC12C (stereo unspecified)	-25.6%

Remaining list, next part
SMILES	FEN1 inhibitor
CC(Cc1ccccc1)N(C)C(=O)CN1C(=O)c2ccccc2C1=O (stereo unspecified)	-1.0%
O=C(Nc1ccc(C(=O)N2CCOCC2)cc1)c1ccccc1	12.8%
COc1ccc(CNC(=O)C2(CC3CC(c4ccccc4)=NO3)CCNCC2)cc1 (stereo unspecified)	18.3%
COC(=O)c1cnc(N)s1	-6.1%
CN(CCc1ccccc1)C(=O)c1ccc(NC(=O)Cc2cccc(NC(=O)C3CCN(C(=O)C4CCC4)CC3)c2)cc1	-13.5%
COc1ccc(C(=O)c2c(-c3ccc(OC)cc3)oc3ccc(-c4ccc(OC)nc4)cc23)cc1	-0.9%
C=C(C)CNC(=O)C1CCC(=O)N(CCCc2ccccc2)C1 (stereo unspecified)	-8.4%
C=COCCNC(=O)C(=O)NCC(C)C	-3.0%
CCOc1ccc(S(=O)(=O)N2CCCCC2)cc1NC(=O)c1ccccc1	8.8%
COc1ccc2cc(Br)ccc2c1CC(=O)NCCCN1CCOCC1	14.3%
Cc1c(C)c([N+](=O)[O-])c(C)c(C)c1N	-1.2%
CN1CCN(C2Cc3cc(Cl)ccc3Sc3cc(F)ccc32)CC1 (stereo unspecified)	-8.5%
Cc1ccc(S(=O)(=O)Oc2ccccc2[N+](=O)[O-])cc1	15.8%
NC(Cc1c[nH]c2ccccc12)C(=O)Nc1ccccc1 (stereo unspecified)	-0.5%
O=C(O)c1cccc2c1-c1ccc([N+](=O)[O-])cc1C2=O	-4.9%
O=C(NCc1cccnc1)[C@@H]1CC=C[C@@H]2CCN(Cc3ccccc3)C(=O)[C@@H]21	17.1%&12.8%
CN(c1ccccc1)S(=O)(=O)c1ccc(Cl)c(C(=O)OCC(=O)c2c(N)n(C)c(=O)n(C)c2=O)c1	-12.3%
CN(C)/C=C(/C(=O)c1ccccc1Cl)S(=O)(=O)c1ccccc1	-4.0%
O=C1CCC[C@H]2c3[nH]c4ccccc4c3CCN12	3.1%
Cc1cccc(NC(=O)c2cccc(NC(=O)c3ccco3)c2)c1	-15.9%
COc1ccc(CN2[C@@H](CC(=O)O)c3cc(C(F)(F)F)ccc3S2(=O)=O)cc1	-14.0%&-13.0%
C(=C\c1nc2ccccc2s1)/c1ccc2c(c1)OCO2	-23.1%
O=C(N/N=C/c1cc2c(cc1[N+](=O)[O-])OCO2)c1ccccn1	11.5%
COc1cc(C)cc(C(=O)C=Cc2ccccc2)c1O	-7.9%
CCCCOc1ccc(/C=N/NC(=O)c2nnn(-c3nonc3N)c2CN2CCCCCC2)cc1	-21.3%
CC1(c2ccccc2)NC(=O)N(CC(=O)Nc2ccc(S(=O)(=O)NC3=NCCCCC3)cc2)C1=O (stereo unspecified)	16.3%
O=[N+]([O-])c1ccc(Sc2ccc(F)cc2)nc1	-0.4%
CCCN1C(=O)c2ccccc2NC1c1ccc(OC)c(COc2cccc(C)c2C)c1 (stereo unspecified)	-22.0%
O=C(COc1ccccc1C(=O)Nc1ccccc1)Nc1cccc(F)c1	2.4%
Nc1cc(SCc2ccc(Cl)cc2Cl)ncn1	9.2%
O=C(O)C1CCN(Cc2cnn(-c3ccccc3)c2-n2cccc2)CC1	-8.6%
Cc1ccccc1N=Cc1ccc[nH]1	-20.0%
S=C1NCCN1CC1CCN(CCC23CC4CC(CC(C4)C2)C3)CC1	1.6%
C#CCOCCOCCOCCNc1nc(N2CCN(C(=O)C([C@@H](C)CC)n3cc(C(N)COC(=O)C(F)(F)F)nn3)CC2)nc(N2CCN(C(=O)[C@H](CCC(=O)O)n3cc(C(N)CC(C)C)nn3)CC2)n1 (stereo partly specified)	-8.8%
COc1cccc(/C=C/C(=C2\C(=O)N(c3ccccc3)N=C2C)c2ccc(Br)cc2)c1OC	1.9%
O=C(C[n+]1cccc(Br)c1)c1ccc(I)cc1	-1.1%
CC1(c2nnc(-c3cccc(Cl)c3)o2)CC(c2cccnc2)=NO1 (stereo unspecified)	4.6%
CC(C)(C)n1ncc2c(=O)n(Cc3ccc(Cl)c(SC(F)(F)F)c3)cnc21	-3.1%
CN1OC[C@@H]2CN(Cc3cc(Cl)cc(Cl)c3)[C@H](c3cccc(-c4ccccc4)c3)C[C@@H]21	-17.6%
O=C(c1ccco1)N1CCN(C(=O)c2cccn3c(=O)c4c5c(sc4nc23)CCCC5)CC1	5.6%
Fc1ccc(CNc2ncnc3nc[nH]c23)cc1	5.2%&-0.1%
O=C(NCc1ccccc1)C1=C[C@@H](c2ccc3c(c2)OCO3)C[C@@H](OCCCCO)O1	-20.3%
NC(=O)C1(C(=O)O)OC1(c1ccc(Cl)cc1)c1ccccc1Cl (stereo unspecified)	-12.6%
COC(=O)C[C@H]1c2cc(C(F)(F)F)ccc2S(=O)(=O)N1C(C)(C)C	-16.0%&-21.3%
Cc1ccc(NS(=O)(=O)c2ccccc2)c([N+](=O)[O-])c1	0.4%
COc1ccc(C(=O)CCN(C)C)c2ccccc12	-34.0%
CSCCC(NC(=O)c1cccc(S(=O)(=O)N2CCN(C(C)=O)CC2)c1)c1nc2ccccc2[nH]1 (stereo unspecified)	13.9%
CCNc1ccc(Br)cc(C(=O)/C=C/c2ccccc2Cl)c1=O	-25.8%
COc1[nH]c(/N=C/c2ccco2)c(C#N)c1C#N	?
COc1ccc(C2=C(C=O)Cc3ccccc3O2)cc1	-14.4%
